Source: PubChem (several laboratories)
Salmonella PhoP GFP – inhibitors of PhoP regulon expression, primary screen, Salmonella Typhimurium, GFP reporter (AID 1863); S. Typhimurium PhoP-regulated promoter GFP reporter, 4 h; higher % means a stronger effect; actives 0.16% (n = 300,000); inhibition, % at 50 µM; hits with a dose series show IC50 in µM;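 active = inhibition over 29.93%, a cutoff 3 SD above the screen mean, later confirmed by dose response; inconclusive = inhibition over 29.93% but no dose response follow-up; inactive = inhibition at most 29.93% or unconfirmed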;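 also: 0% = low Mg2+ inducing control and 100% = high Mg2+ repressing control; strong numbers were not always called active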
SIAH1 antagonists – Siah-1 peptide-binding antagonists, primary screen, biochemical, fluorescence polarization, rhodamine-plectin, uHTS (AID 1817); Siah-1 / rhodamine-plectin peptide fluorescence polarization; higher % means a stronger effect; one-dose displacement, % at 20 µM; IC50 in µM for titrated hits; actives 0.02% (n = 290,000);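 active = displacement of at least 50% at 20 µM, with a fluorescence ratio check between 0.3 and a set limit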;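 also: plate controls were Siah plus tracer with DMSO for no effect and tracer alone without Siah for full effect; strong numbers were not always called active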
HIV peptide binding – cell-free HIV fusion peptide-binding blockers – biochemical, uHTS, fluorescence dequenching, primary screen (AID 1986) | cell-free peptide binding, fluorescence dequenching, 30 min; higher % means a stronger effect | inhibition, % at 20 µM; hits with a dose series show IC50 in µM | actives 0.3% (n = 290,000); in the data active = inhibition mostly above about 52%, no sharp cut-off; inactive = mostly below about 76%; also: some results filed as inactive read as strong as hits
LYP phosphatase – PTPN22 lymphoid phosphatase activity blockers – biochemical, fluorescence intensity, uHTS (AID 1779); actives 0.054% (n = 290,000); inhibition, % at 11.5 µM; hits with a dose series show IC50 in µM; recombinant LYP phosphatase, fluorescence intensity; higher % means a stronger effect; in the data active = inhibition above about 50%;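 also: plate controls were vehicle with enzyme for no effect and no enzyme for full effect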
Myeloid diff 2 – compounds promoting myeloid differentiation; ER-HoxA9 myeloid progenitors, lysozyme-GFP differentiation, flow cytometry; calls only at 10 µM; actives 1% (n = 360,000); AID 624256;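 active = normalized GFP-positive differentiation at or above the plate's own cutoff, the solvent-only control mean plus 3 SD; inconclusive = no clear call, values can overlap the other calls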;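 also: cells exposed to compound for four days before flow analysis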
NTR1 agonist – NTR1-driven beta-arrestin-GFP spot formation – imaging, U2OS cells, high content, primary screen (AID 493036). actives 0.17% (n = 330,000). P30989. agonist mode. activation, % at 20 µM;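 active = activation at or above 40% of the spot to cytoplasm intensity ratio, with at least 20 cells analyzed; inconclusive = wells under 20 cells, flagged as cytotoxic or low count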;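 also: 0% = DMSO without peptide and 100% = 100 nM NTR1 peptide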
Target sequence (P30989 whole entry, looked up): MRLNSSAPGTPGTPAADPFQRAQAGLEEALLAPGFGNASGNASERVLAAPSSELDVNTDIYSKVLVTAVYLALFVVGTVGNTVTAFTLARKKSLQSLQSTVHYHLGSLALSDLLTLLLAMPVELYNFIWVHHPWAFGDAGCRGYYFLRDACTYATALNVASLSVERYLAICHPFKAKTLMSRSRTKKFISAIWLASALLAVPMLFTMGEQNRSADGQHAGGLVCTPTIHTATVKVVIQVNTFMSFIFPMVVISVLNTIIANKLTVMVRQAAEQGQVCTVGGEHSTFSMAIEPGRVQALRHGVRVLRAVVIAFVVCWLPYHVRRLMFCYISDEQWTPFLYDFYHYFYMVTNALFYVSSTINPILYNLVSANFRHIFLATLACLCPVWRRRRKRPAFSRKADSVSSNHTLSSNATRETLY
GPR55 antagonists – inhibition of LPI-stimulated GPR55 beta-arrestin translocation – imaging, U2OS, beta-arrestin-GFP, LPI agonist, primary screen (AID 2013). inhibition, % at 10 µM; hits with a dose series show IC50 in µM. actives 0.13% (n = 290,000). U2OS GPR55 beta-arrestin-GFP translocation imaging, LPI antagonism; higher % means a stronger effect;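 active = spots per cell inhibited over 60%, with over 100 cells counted and total cytoplasm intensity under 500,000; inconclusive = wells with under 100 cells, flagged as likely toxic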;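 also: U2OS cells stably carrying GPR55 and arrestin-GFP stimulated by 5 µM LPI near EC80; imaged beta-arrestin-GFP aggregate spots per cell after agonist stimulation; plate controls were LPI-stimulated DMSO wells for no effect and DMSO wells without LPI for full effect; some results filed as inactive read as strong as hits; confirmed hits need IC50 under 10 µM and bright autofluorescent wells are also inconclusive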
Rac1 GTP hydrolysis – MgcRacGAP GTPase-activating activity inhibitors, confirmation, biochemical, ADP Hunter fluorescence; inhibition, % at 30 µM, or IC50 in µM where a hit was titrated; actives 0.6% (n = 340,000); AID 624330; MgcRacGAP-stimulated Rac1 GTP hydrolysis, ADP Hunter fluorescence; higher % means a stronger effect; GST-tagged Rac1 F28L mutant substrate;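 active = first-screen hits whose inhibition reached a set limit at any dose in the follow-up dose series; inconclusive = inhibition above the set first-screen limit but never retested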;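 also: fluorescence reports GDP produced by GAP-driven GTP hydrolysis; strong numbers were not always called active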
GPR35 antagonists – inhibition of zaprinast-stimulated GPR35 beta-arrestin translocation – imaging, U2OS, beta-arrestin-GFP, zaprinast agonist, primary screen (AID 2058); U2OS GPR35 beta-arrestin-GFP translocation imaging, zaprinast antagonism; higher % means a stronger effect; one-dose inhibition, % at 10 µM; IC50 in µM for titrated hits; actives 0.052% (n = 290,000);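 active = inhibition of at least 50% with at least 30 cells and total cytoplasm GFP at most 10,000,000; inconclusive = under 30 cells or total GFP of 10,000,000 plus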
NTR1 agonist cell count 20 µM – second read-out of NTR1 agonist, no call of its own (marks repeat the call); cell count; measured here: cell count, cytotoxicity flag
Myeloid diff 2 GFP+ MAC1+ % – recorded beside Myeloid diff 2, whose call it bears; GFP+ MAC1+ double positive, %; measured here: differentiation confirmed by MAC1 staining
* = called active by the depositor; i = inactive; ? = inconclusive; . = no result given; + = active, no number. Outcome played no part in choosing rows (roughly 2.4% active in at least one column).

SMILES	Salmonella PhoP GFP	SIAH1 antagonists	HIV peptide binding	LYP phosphatase	Myeloid diff 2	Myeloid diff 2 GFP+ MAC1+ %	NTR1 agonist	NTR1 agonist cell count 20 µM	GPR55 antagonists	Rac1 GTP hydrolysis	GPR35 antagonists
CC1CCC(NC(=O)C(NC(=O)c2ccccc2)C(C)C)CC1 (configuration not stated)	-7%	-4%	0.4%	-8%	i	0.6	-0.3	53	4%	-1%	9%
CC(CCc1ccccc1)NC(=O)COC(=O)C1CCC(C(C)(C)C)CC1 (configuration not stated)	-5%	-4%	5.4%	8%	i	2.1	1.3	41	8%	-2%	-1%
O=C1Nc2ccccc2C(=O)N2[C@H](c3ccc(F)cc3)[C@@H]3C(=O)N(Cc4ccccc4)C(=O)[C@@H]3[C@H]12	3%	-1%	1.0%	-5%	i	0.4	3.9	62	5%	6%	4%
COc1ccc(C2/C(=C(/O)c3ccc(Br)cc3)C(=O)C(=O)N2C)cc1OC (configuration not stated)	-5%	-3%	1.4%	-10%	i	0.9	-0.5	58	4%	0%	13%
CCc1nc(C)c(C#N)c2cc(OC)c(OC)cc12	1%	-10%	-0.6%	-5%	i	0.8	-2.3	91	-26%	8%	3%
CCC(=O)Nc1ccc(Cl)c(NC(=O)c2c(OC)cccc2OC)c1	-1%	1%	-0.3%	-11%	i	0.6	4.1	50	-21%	-2%	-3%
O=C(NCCc1ccccc1)c1ccc(=O)oc1	11%	5%	3.1%	4%	i	0.0	-1.2	49	16%	5%	-2%
O=C(COc1cccc(C(F)(F)F)c1)Nc1ccc(S(=O)(=O)N2CCCC2)cc1	0%	2%	0.7%	9%	i	0.4	5.0	69	-6%	3%	-9%
CCOC(=O)c1nc2ccccc2c(C)c1C	.	0%	-2.4%	-6%	i	0.2	-0.6	52	-9%	-9%	1%
Cc1nn(-c2ccccc2)c(Cl)c1C(=O)NCC(C)C	-12%	1%	-1.6%	-3%	i	0.6	-1.0	40	2%	6%	2%
Cc1ccc(OCCC(=O)OCC(=O)Nc2cc(C)cc(C)c2)cc1	-5%	11%	-0.5%	-4%	i	1.0	0.8	54	25%	15%	-1%
Cc1nn(C(=O)C(C)N2C(=O)c3ccccc3C2=O)c(C)c1Br (configuration not stated)	-4%	4%	-0.6%	-8%	i	0.9	.	.	0%	11%	-6%
NNC(=O)C(=O)Nc1ccc(Cl)c(Cl)c1	1%	0%	-1.6%	-5%	i	0.5	0.1	46	-5%	.	-2%
Cc1ccc(S(=O)(=O)N(Cc2n[nH]c(=S)n2-c2ccccc2)c2cccc(Cl)c2)cc1	1%	3%	3.6%	6%	i	0.3	-0.5	46	7%	4%	-9%
Cc1ccc2cc(CN(Cc3ccco3)S(=O)(=O)c3c(C)ccc4nsnc34)c(=O)[nH]c2c1	6%	0%	3.0%	0%	i	1.1	5.2	57	6%	9%	-1%
O=C(/C=C/c1cc([N+](=O)[O-])ccc1OC(F)F)NCc1ccc(Cl)cc1	-1%	5%	-1.9%	-4%	i	1.1	5.9	54	12%	5%	5%
Cc1ccc(S(=O)(=O)Nc2cc3c(C(=O)O)c(C)oc3c3ccccc23)c(C)c1	1%	5%	36%	-10%	i	1.8	-2.6	53	4%	8%	13%
COc1cc(/C=N/NC(=O)c2cccc(S(=O)(=O)N3CCCC3)c2)cc(OC)c1O	-6%	.	.	.	i	0.3	-0.5	49	.	15%	.
Cc1ccccc1OC(=O)Cn1c(C(F)(F)F)nc2ccccc21	-1%	0%	4.1%	-3%	i	0.9	0.4	58	13%	10%	24%
Cc1nn(CCOc2ccccc2)c(=O)n1-c1c(F)cccc1F	0%	1%	-0.2%	-1%	i	0.8	-2.1	85	9%	3%	14%
COc1ccc(NC(=O)CSc2nnc(N)n2CC(=O)Nc2ccc(OC)cc2)cc1	-1%	9%	1.6%	-10%	i	0.5	-2.1	77	9%	5%	-10%
CCc1nc(SCC(=O)N2CCCC2)c2ccccc2n1	-11%	0%	0.8%	-2%	i	6.3	-0.2	40	0%	-4%	-9%
Cc1cc(C)c(NC(=O)Cn2nnc(C(=O)Nc3ccc(F)cc3F)c2N)c(C)c1	-3%	1%	5.0%	-15%	i	1.4	-0.4	53	-16%	6%	14%
COc1ccc(N(CC(=O)Nc2cc(OC)c(OC)cc2C(=O)O)S(=O)(=O)c2c(C)noc2C)cc1	-7%	1%	2.5%	-2%	i	1.8	-0.1	74	14%	6%	-4%
CCc1ccc(NSc2ccccc2[N+](=O)[O-])cc1	8%	9%	-0.9%	1%	.	.	5.4	49	-22%	-5%	11%
N#C/C(=C\c1c(N2CCOCC2)nc2ccccn2c1=O)S(=O)(=O)c1ccccc1	-2%	3%	-0.1%	1%	i	0.7	2.7	56	12%	1%	4%
CC(/C=N/N1CCN(c2ccccn2)CC1)=C\c1ccccc1	-10%	3%	-0.3%	-1%	i	0.8	5.9	64	14%	12%	-12%
CC1(C(=O)Nc2nnc(C(C)(C)C)s2)Cc2ccccc2C(=O)O1 (configuration not stated)	2%	-1%	-1.0%	-7%	i	6.2	1.1	48	-16%	15%	7%
O=C(O)C1CN(c2nc(Cl)ccc2[N+](=O)[O-])C1	-2%	18%	3.3%	-6%	i	0.0	-0.4	47	7%	.	1%
O=S(=O)(c1ccc(Cl)c(Cl)c1)c1snnc1-c1ccccc1	17%	-5%	-1.6%	1%	?	.	.	.	8%	5%	11%
COc1cc2c(cc1NC(=O)COC(=O)/C=C/c1ccccc1)oc1ccccc12	-11%	3%	2.4%	-3%	i	0.3	21	63	-10%	8%	-16%
COc1ccccc1CN1C(=O)[C@@H]2C(CC(N)=O)NC3(C(=O)Nc4c3ccc(Cl)c4C)[C@@H]2C1=O (some centres not stated)	-2%	0%	4.2%	5%	i	1.0	0.2	66	8%	8%	-8%
O=C(NCc1cccs1)C1CCCN1C(=O)Nc1cccc(F)c1 (configuration not stated)	3%	-2%	0.5%	-1%	i	0.1	0.0	66	4%	2%	5%
Cc1nc2sc3c(c2c(=O)[nH]1)CCCCC3	-6%	3%	1.7%	1%	i	1.0	1.7	53	-12%	-15%	-9%
COc1ccc(F)cc1S(=O)(=O)N1CCC(C(N)=O)CC1	10%	3%	2.0%	-12%	i	0.5	-0.2	46	3%	2%	-8%
CC(=O)Nc1ccc(NC(=O)CSc2ncc(C(=O)Nc3ccc(F)cc3)c(=O)n2C)cc1	0%	.	.	.	i	0.6	1.5	49	.	5%	.
Cc1ccccc1Nc1nc(N)nc(CSc2n[nH]c(N)n2)n1	-6%	-3%	-0.4%	-1%	+	1.9*	-0.3	59	6%	8%	-3%
Cc1ccc(OCC(=O)Nc2cccc3nsnc23)c(C)c1	7%	-2%	1.1%	1%	i	0.8	-0.2	45	12%	11%	1%
O=C(CSc1nc2ccccc2s1)Nc1cc(S(=O)(=O)N2CCOCC2)ccc1O	-2%	-5%	14%	4%	i	0.9	0.0	68	2%	23%	-9%
CN(C)CC1CCCCC1OC(=O)c1ccc(Br)cc1 (configuration not stated)	-1%	-4%	-0.1%	10%	i	0.4	1.0	61	-11%	7%	5%
CNC(=O)c1cc2ccc(OC)cc2oc1=O	3%	0%	0.2%	-28%	i	1.5	-0.8	62	0%	9%	5%
CC(C)C[C@H](NC(=O)c1nc[nH]c1C(=O)NC(c1ccccc1)c1ccccc1)C(=O)OCc1ccccc1	3%	-8%	1.0%	7%	i	0.3	8.7	111	2%	11%	-11%
CC(NC(=O)C1(S(=O)(=O)c2ccc(Cl)cc2)CC1)c1ccccc1 (configuration not stated)	1%	1%	-2.3%	-3%	i	0.4	2.3	74	7%	8%	5%
Cc1ccc(-n2ncc(-c3nn[nH]n3)c2N)cc1	10%	-3%	-0.2%	-6%	i	1.2	-1.4	54	-2%	1%	-4%

Random excerpt: 2 entries already listed, in no set order.
SMILES	Salmonella PhoP GFP	SIAH1 antagonists	HIV peptide binding	LYP phosphatase	Myeloid diff 2	Myeloid diff 2 GFP+ MAC1+ %	NTR1 agonist	NTR1 agonist cell count 20 µM	GPR55 antagonists	Rac1 GTP hydrolysis	GPR35 antagonists
Cc1ccccc1Nc1nc(N)nc(CSc2n[nH]c(N)n2)n1	-6%	-3%	-0.4%	-1%	+	1.9*	-0.3	59	6%	8%	-3%
O=C(CSc1nc2ccccc2s1)Nc1cc(S(=O)(=O)N2CCOCC2)ccc1O	-2%	-5%	14%	4%	i	0.9	0.0	68	2%	23%	-9%

Complete entries, quoted from the list. Order of screens: Salmonella PhoP GFP, SIAH1 antagonists, HIV peptide binding, LYP phosphatase, Myeloid diff 2, Myeloid diff 2 GFP+ MAC1+ %, NTR1 agonist, NTR1 agonist cell count 20 µM, GPR55 antagonists, Rac1 GTP hydrolysis, GPR35 antagonists
Record of CC(CCc1ccccc1)NC(=O)COC(=O)C1CCC(C(C)(C)C)CC1 (configuration not stated) → -5%, -4%, 5.4%, 8%, i, 2.1, 1.3, 41, 8%, -2%, -1%
Record of Cc1ccc(S(=O)(=O)Nc2cc3c(C(=O)O)c(C)oc3c3ccccc23)c(C)c1 → 1%, 5%, 36%, -10%, i, 1.8, -2.6, 53, 4%, 8%, 13%
Record of Cc1ccc(S(=O)(=O)N(Cc2n[nH]c(=S)n2-c2ccccc2)c2cccc(Cl)c2)cc1 → 1%, 3%, 3.6%, 6%, i, 0.3, -0.5, 46, 7%, 4%, -9%
Record of O=C(CSc1nc2ccccc2s1)Nc1cc(S(=O)(=O)N2CCOCC2)ccc1O → -2%, -5%, 14%, 4%, i, 0.9, 0.0, 68, 2%, 23%, -9%
Record of O=S(=O)(c1ccc(Cl)c(Cl)c1)c1snnc1-c1ccccc1 → 17%, -5%, -1.6%, 1%, ?, ., ., ., 8%, 5%, 11%
